GSK3A inh = blocks human GSK-3 alpha kinase. ADP-Glo luminescence, 60 min. inhibition, % at 10 µM. actives 0.1% (n = 320,000). AID 2650;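 in the data active means inhibition above about 50%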;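 further: GST-tagged GSK-3 alpha with peptide substrate and 25 µM ATP; 0% = DMSO neutral wells and 100% = GW8510 positive control wells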
Target sequence (P49840 whole entry, looked up): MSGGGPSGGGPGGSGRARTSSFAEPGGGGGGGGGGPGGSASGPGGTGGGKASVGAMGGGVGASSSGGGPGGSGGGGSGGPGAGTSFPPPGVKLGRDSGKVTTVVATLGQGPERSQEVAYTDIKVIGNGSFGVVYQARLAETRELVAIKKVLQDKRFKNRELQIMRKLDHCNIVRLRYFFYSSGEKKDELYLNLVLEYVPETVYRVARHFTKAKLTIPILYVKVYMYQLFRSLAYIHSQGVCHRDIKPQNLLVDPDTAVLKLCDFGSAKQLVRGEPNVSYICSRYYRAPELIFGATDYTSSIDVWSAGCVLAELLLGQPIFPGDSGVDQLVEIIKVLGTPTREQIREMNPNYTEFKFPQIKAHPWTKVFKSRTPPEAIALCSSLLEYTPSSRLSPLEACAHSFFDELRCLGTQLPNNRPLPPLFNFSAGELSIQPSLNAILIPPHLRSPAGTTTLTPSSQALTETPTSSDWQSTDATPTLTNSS
Dyrk1A ADPGlo = blocks rat Dyrk1A kinase activity; Q63470; ADP-Glo luminescence, NFATc1 peptide; inhibition, % at 12.5 µM; actives 0.43% (n = 310,000); in the data active means inhibition above about 50%;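 further: plate controls were vehicle with enzyme for no effect and no enzyme for full effect; many of its hits are not listed in these tables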
HSP90 inh = inhibitors of HSP90 luciferase refolding in rabbit reticulocyte lysate; luciferase refolding luminescence, 3 h; inhibition, % at 5.6 µM; actives 0.91% (n = 290,000);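 active means inhibition above the screen-wide mean plus 3 SD, computed separately per campaign, cut at about 16% in these data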;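 further: 0% = DMSO wells and 100% = 60 µM geldanamycin wells; inhibitors lower the luminescence because luciferase stays unfolded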
PolyA inh = yeast polyadenylation inhibition | AID 1875 | actives 0.02% (n = 300,000) | S. cerevisiae SKY197-pL101 polyadenylation reporter, beta-gal luminescence; efflux-impaired pdr1/pdr3 knockout yeast; score 100 = 6 SD above DMSO | calls only at 12 µM;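 active means lowest replicate activity score at least 50, where 100 means six control SD above control mean; inconclusive means lowest score under 50 but half or more replicates reach 50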;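 further: yeast exposed to compound for 9 h at 30 °C; higher score means more reporter readthrough which indicates perturbed polyadenylation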
HDAC3 inh = inhibitors of human histone deacetylase 3; recombinant HDAC3, fluorogenic peptide/trypsin coupled, fluorescence; inhibition, % at 8.3 µM; actives 0.15% (n = 320,000); AID 2718; O15379; in the data active means inhibition above about 26%, passing the limit was not always enough; inconclusive means no clear call, values can overlap the other calls
Target sequence (O15379 whole entry, looked up): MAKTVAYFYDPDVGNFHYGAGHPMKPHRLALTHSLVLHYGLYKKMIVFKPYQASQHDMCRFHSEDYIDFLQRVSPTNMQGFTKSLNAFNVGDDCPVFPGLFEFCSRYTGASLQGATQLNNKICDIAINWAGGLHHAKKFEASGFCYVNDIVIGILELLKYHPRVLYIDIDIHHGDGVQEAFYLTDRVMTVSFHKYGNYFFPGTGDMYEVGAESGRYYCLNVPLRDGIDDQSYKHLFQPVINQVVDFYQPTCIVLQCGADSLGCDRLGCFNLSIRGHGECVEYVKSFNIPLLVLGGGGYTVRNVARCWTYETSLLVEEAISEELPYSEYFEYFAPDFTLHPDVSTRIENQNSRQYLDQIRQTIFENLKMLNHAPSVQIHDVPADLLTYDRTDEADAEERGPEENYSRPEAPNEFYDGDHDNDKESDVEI
GSK3B inh = human GSK3beta kinase inhibition | P49841 | GST-GSK3beta kinase, ADP-Glo luminescence, 60 min; active compounds read low | activity score (negative = inhibition), % at 10 µM | actives 0.038% (n = 300,000) | AID 2097;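 active means more than half of replicate wells score below -50%, meaning over 50% inhibition versus plate controls; inconclusive means some replicates but at most half score below -50%; inactive means no replicate scores below -50%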;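 further: 0% = median DMSO wells and -100% = median GW8510 positive control wells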
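Test system – GST-tagged human GSK3beta kinase, cell-free · Incubation – 60 min enzyme reaction, room temperature · Signal – ADP-Glo luminescence · Also added – peptide substrate and ATP at 25 µM · Controls – DMSO neutral wells and GW8510 at 20 µM as positive · Buffer or medium – Tris/MgCl2 kinase buffer · Measure – Luminescence-derived activity versus plate DMSO and GW8510 wells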
Platelet DG rel = platelet dense granule release activity | human platelet-rich plasma, SFLLRN dense granule ATP release, luminescence | inhibition, %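 (compounds screened at 7.5 µM in platelet-rich plasma)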 | actives 0.22% (n = 300,000) | AID 1663;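 active means mean replicate score, as percent of positive control, at or above 50; inconclusive means mean below 50 but at least one replicate at or above 50; inactive means mean and every replicate below 50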
AI-2 QS mod = Vibrio harveyi AI-2 quorum sensing modulation; Vibrio harveyi JMH597 AI-2 luminescence/OD600 ratio, 9 h; active compounds read low; strain lacks LuxN and CqsS sensors; 0 = neutral-control median; activity change, % at 7.5 µM; actives 0.4% (n = 300,000); AID 2094; in the data active means activity change below about -75%, passing the limit was not always enough; inconclusive means no clear call, values can overlap the other calls;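 further: luminescence divided by OD600 gain over 9 h not by final OD600 alone; inactives centre near 13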
HSF1 inh = HSF1 inhibition. NIH3T3-HGL HSE-luciferase, MG132-induced, luminescence 8 h; active compounds read low. activity change, negative = inhibition, % at 7.5 µM (by protocol). actives 0.77% (n = 300,000). AID 2098;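 active means more than half of replicate wells show activity change below -50%, luminescence cut by over half; inconclusive means some wells, but at most half, below -50%; inactive means no replicate well below -50%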;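 further: luciferase reports HSF-1 transcriptional activity via heat shock element; 0% = median of DMSO wells and -100% = zero luminescence signal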
HSF-1 act = increases HSF-1 driven luciferase reporter signal | activation, % at 9 µM | AID 504408 | actives 1.7% (n = 300,000) | NIH3T3-HGL HSF-1 luciferase reporter, MG132, 8 h; 100% = twice DMSO control signal;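 active means mean replicate activation of at least 50% with a set share of replicates each reaching 50%; inconclusive means only one of those two conditions met; inactive means mean below 50% and too few replicates reaching it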;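 further: 0% = median of the neutral control wells and 100% = twice that signal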
* hit, by the source's call; i = inactive; u = inconclusive; x = no result given. Not all compounds are listed; rates above refer to the full screens.

SMILES	GSK3A inh	Dyrk1A ADPGlo	HSP90 inh	PolyA inh	HDAC3 inh	GSK3B inh	Platelet DG rel	AI-2 QS mod	HSF1 inh	HSF-1 act
CC(C)CN1CCN(Cc2cccn2-c2ccccn2)CC1CCO (stereo not given)	8	3	-3	i	x	1	12	16	-6	0
Cc1cccc(N2C(=O)C3C(c4ccccc4)OC4(C(=O)c5ccccc5C4=O)C3C2=O)c1 (stereo not given)	0	-8	1	i	1	-3	-2	8	-40	-46
O=C(CSc1nc(-c2ccccc2)c(-c2ccccc2)o1)Nc1nncs1	1	-30	1	i	-1	3	7	2	-6	-6
COc1cc(C2C3=C(CC(C)(C)CC3=O)Nc3c2c(=O)[nH]c(=O)n3Cc2ccccc2)ccc1O (stereo not given)	x	-4	-3	i	x	1	-5	28	-3	10
COc1ccc(N2CCN(c3oc(-c4ccc(OC)c(OC)c4)nc3C#N)CC2)cc1	-1	0	1	i	1	-3	8	7	-8	-14
CC(=O)c1ccccc1Oc1cc(NN2CCCCC2)c([N+](=O)[O-])cc1[N+](=O)[O-]	-2	-1	-9	i	5	-3	-2	13	8	7
Cc1[nH]c2ccccc2c1SCCN	-1	-5	3	i	3	1	1	27	-5	0
Cc1oc2cc(O)ccc2c(=O)c1Oc1ccc2ccccc2c1	-1	2	1	i	-4	1	1	16	2	-2
Cc1ccc(OCCCn2ccnc2)c([N+](=O)[O-])c1	-3	1	3	i	-2	2	5	18	7	6
O=S(=O)(/C=C/c1ccccc1)Nc1ccc2c(c1)OCO2	3	-1	-1	i	11	1	-33	24	-7	4
C=CCN(c1ccc(C(=O)NCCN2CCOCC2)cc1)S(C)(=O)=O	3	-5	4	i	-12	1	3	2	-7	-3
CCOC(=O)c1csc(NC(=O)CSc2nnnn2-c2ccc(OCC)cc2)n1	x	1	-4	i	x	-3	-5	28	6	10
COCCn1ccc2c(OCC(=O)Nc3cccc(NC(C)=O)c3)cccc2c1=O	x	9	x	i	x	-3	23	13	-3	-5
COc1cc([N+](=O)[O-])ccc1NC(=O)N1CCCCCC1	0	-3	-4	i	-3	3	-1	29	-2	-5
N#C/C(=C\c1ccccc1Cl)C(=O)NC(=O)Oc1ccccc1	2	3	2	i	-6	0	12	22	4	-15
COc1ccc(NC(=O)c2cnc(C)cn2)c2ncccc12	x	x	-2	i	x	-3	-1	21	-3	4
CCCS(=O)(=O)C(=C(Nc1ccccc1)Nc1ccccc1)S(=O)(=O)CCC	-6	1	3	i	-9	2	24	2	-4	8
CC1C(=O)N2CCCc3cc(NS(=O)(=O)c4ccc(F)cc4)cc1c32 (stereo not given)	-1	6	x	i	-5	1	6	-3	-10	-6
Cc1cc(C)nc(SCCN(C)C)n1	-3	-5	2	i	-6	0	0	17	x	x
Cc1[nH]n(-c2ccccc2)c(=O)c1-c1ccc(Cl)cc1	-1	6	-2	i	-2	2	x	3	-7	-8
COC(=O)c1onc(C(=O)c2ccccc2)c1C(=O)OC	-4	1	2	i	6	-2	14	-5	3	-9
C/C(CC(=O)Nc1ccc(Cl)cc1)=N\NC(=O)C(=O)N1CCCCC1	-2	x	2	x	-10	2	x	19	x	x
COC(=O)C1CCN(Cc2ccc(C)cc2)CC1	-3	6	-4	i	7	1	1	4	-5	-1
COc1ccc(-n2c(COc3ccc4ccccc4c3)nnc2SCC(=O)NCc2ccco2)cc1	x	-2	5	i	21	1	7	18	20	20
O=C(CN1CCCCCC1)NCc1ccccc1	-1	-9	0	i	-6	-2	3	5	x	x
CCn1c(SCC(=O)Nc2oc(-c3ccccc3)c(-c3ccccc3)c2C#N)nnc1-c1ccco1	1	2	0	i	9	0	9	24	6	32
O=C(O)C(c1ccccc1)N1C(=O)/C(=C/c2cccs2)SC1=S (stereo not given)	-7	-5	0	i	3	5	-6	43	-2	4
COc1ccc(N2C(=O)CC(N(CCc3ccccc3)C(=O)c3ccccc3)C2=O)cc1 (stereo not given)	1	-3	-2	i	-2	5	0	x	-3	4
Oc1ccc(C=NC2CCCCC2)c(O)c1	0	0	-1	i	-1	0	7	13	2	15
CCCn1c(N)c(C(=O)CSc2nc(C)cs2)c(=O)[nH]c1=O	5	-11	-4	i	3	1	-2	16	-2	5
Cc1ccc(CNC(=O)N2CCN(c3ccc(C)cc3)CC2)cc1	-5	-4	0	i	2	-1	-1	12	6	-2
O=C(Nc1ccccc1NC(=O)c1csnn1)c1csnn1	0	2	-2	i	-5	0	4	19	-46	-59
O=c1cnn(-c2ccccc2)c(-c2ccccc2)c1	2	-5	-5	i	0	3	2	-1	3	18
C#CCOCCOCCOCCNc1nc(N2CCN(C(=O)[C@H]([C@@H](C)CC)n3cc([C@@H](N)CO)nn3)CC2)nc(N2CCN(C(=O)[C@H]([C@@H](C)CC)n3cc([C@@H](N)CC(C)C)nn3)CC2)n1	-3	3	9	i	10	2	-1	31	-4	1
Cc1ccc(-n2[nH]c(C)c(C=Nc3ccc(S(=O)(=O)Nc4nc(C)cc(C)n4)cc3)c2=O)c(C)c1	-1	0	6	i	4	1	-11	44	7	1
CS(=O)(=O)N(CC(=O)Nc1cccc([N+](=O)[O-])c1)c1ccccc1F	0	0	2	i	-5	2	10	15	-1	-2
COc1ccc(-c2nc(C#N)c(NCc3ccccc3Cl)o2)cc1OC	1	-1	-3	i	-2	0	-10	0	9	15
CC(C)N(CCNC(=O)c1ccc(OCC2CCCO2)cc1)C(C)C (stereo not given)	-2	-7	0	i	u	x	4	x	2	11
CC(C)CN(C(=O)COC(=O)CCN1C(=O)c2ccccc2C1=O)C1CCS(=O)(=O)C1 (stereo not given)	-4	-5	1	i	-6	1	-1	49	6	2
Cc1cccc(NC(=S)N(Cc2ccco2)C(C)c2cccs2)c1 (stereo not given)	1	-4	-1	i	3	1	-1	31	-1	3
Cc1ccc(S(=O)(=O)c2c(C)cc(C)nc2N2CCCCC2)cc1	x	-2	2	i	x	-2	9	32	23	58*
Cc1ccc(NC(=S)N2CCN(S(C)(=O)=O)CC2)cc1	-3	2	-4	i	8	0	2	25	3	35
Cc1ccccc1CNC(=O)c1ccccc1N(C)S(=O)(=O)c1ccccc1	-3	3	-3	i	0	-4	9	-5	-3	-14
CCOC(=O)CSC1=C(C#N)C(C)C2=C(CCCC2=O)N1 (stereo not given)	4	6	-1	i	7	0	6	33	4	1
O=C(CSC1=NCCS1)NC1CCCCC1	-1	-2	-3	i	-1	0	-15	10	5	17

Two entries from above, with values ahead of the structure:
GSK3A inh | Dyrk1A ADPGlo | HSP90 inh | PolyA inh | HDAC3 inh | GSK3B inh | Platelet DG rel | AI-2 QS mod | HSF1 inh | HSF-1 act | structure
-1 | -2 | -3 | i | -1 | 0 | -15 | 10 | 5 | 17 | O=C(CSC1=NCCS1)NC1CCCCC1
1 | -1 | -3 | i | -2 | 0 | -10 | 0 | 9 | 15 | COc1ccc(-c2nc(C#N)c(NCc3ccccc3Cl)o2)cc1OC

(next part)
SMILES	GSK3A inh	Dyrk1A ADPGlo	HSP90 inh	PolyA inh	HDAC3 inh	GSK3B inh	Platelet DG rel	AI-2 QS mod	HSF1 inh	HSF-1 act
COc1ccc(C2c3[nH]c4ccccc4c3CCN2CCCn2cccn2)c(C)c1C (stereo not given)	0	14	-9	i	-7	1	-1	13	1	1
Cc1cc(C)nc(Nc2n[nH]c(-c3ccccc3Br)n2)n1	1	11	0	i	-3	1	-2	9	8	-15
O=C(Cn1c(-c2ccccc2)c[n+]2ccsc12)c1ccc(Br)cc1	1	-13	1	i	-1	-2	1	19	7	2
CS(=O)(=O)N1CCN(C(=O)c2ccc(-c3ccccc3)cc2)CC1	-2	-5	1	i	-4	4	1	27	-7	-4
COc1ccc2oc(C(=O)OCC(=O)Nc3cccc(S(=O)(=O)N4CCOCC4)c3)c(C)c2c1	-2	24	x	i	1	2	-7	-8	5	6
CCCN(C(=O)COC(=O)CNC(=O)c1ccc2ccccc2c1)c1c(N)n(Cc2ccccc2)c(=O)[nH]c1=O	-1	8	x	i	-3	3	-2	9	-2	-3
O=C(Nc1ccccc1Cl)c1ccc2nc(N3CCOCC3)sc2c1	-1	-3	1	i	0	0	3	8	9	16
O=[N+]([O-])c1ccc(COP(=O)(O)OCc2ccc([N+](=O)[O-])cc2)cc1	-7	x	x	i	4	-1	1	28	-31	-44
COc1ccc(S(=O)(=O)n2nc(OC(=O)c3cccs3)cc2NC(=O)c2cccs2)cc1	-1	-5	1	i	46*	1	0	-2	6	-15
CC(C)(C)c1ccc(C(=O)NCCC(=O)NCc2ccco2)cc1	1	-6	-2	i	-9	-1	4	19	2	7
CC1CC(C)CN(S(=O)(=O)c2cccc3nonc23)C1 (stereo not given)	4	4	-4	i	0	5	-7	5	-5	-6
Cc1cc(C)n(-c2nc(N(C)C)nc(N(C)C)n2)n1	0	x	1	i	-1	0	8	2	5	26
CCCN(CC(=O)Nc1ccc(C(C)=O)cc1)CC(=O)Nc1ccccc1C	x	0	0	i	1	1	7	24	-6	3
CCN(C(=O)c1cc2c(=O)n3ccccc3nc2n1CCCOC)C1CCCCC1	10	-5	4	i	-103	2	-16	20	-3	3
CCC1NC(=O)c2ccccc2N1c1cccc(Cl)c1 (stereo not given)	-3	3	x	i	-12	2	-12	1	1	-2
C=CCNC(=O)C1CCN(C(=O)c2ccc(-c3ccccc3)cc2)CC1	-2	-2	2	i	-6	3	25	3	-3	-3
Fc1ccc(C2CCNCC2COc2ccc3c(c2)OCO3)cc1 (stereo not given)	3	3	-1	i	0	-3	x	6	2	-14
O=C(COc1ccc([N+](=O)[O-])cc1Cl)NCC1CCCO1 (stereo not given)	9	-2	-1	i	4	2	3	32	-8	-16
CCOC(=O)N1CCN(C(=O)CN2C(=O)CC(C)(C)S(=O)(=O)c3ccccc32)CC1	-2	x	-1	i	-4	0	-11	19	-9	14
Cc1cc2c(cc1S(=O)(=O)NCc1ccccc1)OCC(=O)N2	2	-2	0	i	-5	-6	-6	2	-1	11
Cc1cn2c(=O)c(C(=O)NCc3ccc4c(c3)OCO4)cnc2s1	0	-3	x	i	1	-1	21	-9	10	2
CC1(c2cccc3ccccc23)NC(=O)N(CC(=O)NC2CCS(=O)(=O)C2)C1=O (stereo not given)	-2	6	-1	i	-3	-14	-10	12	-1	-7
COC(=O)c1c(NC(=O)CC2SCC(C(=O)OC)NC2=O)sc2c1CCCC2 (stereo not given)	-4	6	-2	i	2	1	-3	-1	-1	8
Nc1ncc(-c2nnnn2-c2ccc(Cl)cc2)c(-c2ccc(Cl)cc2)n1	-3	10	-3	i	11	-3	-2	20	-14	-3
Cc1c(C)c2c(OCC(=O)NC3CC3)cc3c(c2oc1=O)CCC(C)(C)O3	0	4	-5	i	-228	3	5	10	2	-7
CCc1c(C)nc2nc(NC(C)=O)[nH]n2c1=O	-5	-12	8	i	-1	1	-3	30	-4	3
O=C(Nc1ccc(S(=O)(=O)Nc2ncccn2)cc1)C1=COCCO1	-2	x	x	i	2	3	-2	21	-5	4

From PubChem
